# GLP-1R agonist – activates the human GLP-1 receptor; P43220; HEK293 GLP-1R CRE-luciferase, luminescence, 4-6 h; cells express a hypersensitive GLP-1R form; Potency, µM (titrated, usually from 45.6 µM), for inactives: at the top dose activation, hits mostly activators; hit rate 0.007% among 380,000; note: potency is the fitted concentration of half-maximal effect; % of control where 0% means no effect
# GLP1R inv ag – GLP-1 receptor (human) inverse agonism; HEK293 GLP-1R CRE-luciferase, luminescence, 24 h; GLP-1R form is constitutively active; Potency, µM (titrated, usually from 38.3 µM), inactives show at the top dose activity change, negative = inhibition, actives largely listed as inhibitors; P43220; hit rate 1.6% among 410,000; note: potency is the fitted concentration of half-maximal effect; % is set by controls: 0 for no effect and ±100 for the full control effect; nearly all actives have a fitted effect of over 55% in size
#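 Cells are plated, allowed 12 hours at 37 deg C, then treated with compounds for 24 hr before luciferase detection reagent is added and luminescence is read after 12 min at room temperature. The HEK293 line carries constitutively active GLP-1R with a cAMP-responsive reporter.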
# HEK293 tox – cytotoxicity counter-screen for GLP-1 receptor inverse agonists | HEK293 cAMP-luciferase reporter cells, luminescence, 24 h | Potency, µM (series often up to 38.3 µM), for inactives: at the top dose activity change, negative = inhibition, most hits filed as inhibitors | hit rate 0.13% among 410,000 | AID 624418;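 note: loss of luciferase light is scored as toxicity; potency is the fitted concentration of half-maximal effect; % is set by controls: 0 for no effect and ±100 for the full control effect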
#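 A 23 nL compound transfer followed 12 hours of cell culture at 37 deg C; exposure then lasted 24 hr. Luciferase assay detection reagent was dispensed and plates read for luminescence after a 12 min room-temperature wait.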
# D3 antag – blocks the human D3 dopamine receptor | P35462 | max response, negative = inhibition, % | D3R cells, DiscoveRx beta-arrestin luminescence, antagonist mode; stronger effect = lower value | hit rate 2.5% among 360,000; in the data active = max response below about -50%; inconclusive = no clear call, values can overlap the other calls; note: % is set by controls: 0 for no effect and ±100 for the full control effect; mostly tested at two doses, the higher about 12 µM
#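 Cells plated overnight at 1500 cells/well, then exposed to library compounds with dopamine controls for 90 minutes at 37 degrees C. DiscoveRx reagent added for 30–60 minutes at room temperature; luminescence read, quantitative HTS format.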
# DRD3 agonist – activates the human D3 dopamine receptor | D3R DiscoveRx beta-arrestin cells, luminescence, 90 min | max activation, % | P35462 | hit rate 0.58% among 410,000 | AID 652048; in the data active = max activation above about 30%; note: 0% is about no effect; mostly tested at two doses, the higher about 12 µM
#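 Agonist-mode cell screen: cells plated at 1500/well and incubated overnight at 37 °C, then exposed to library compounds for 90 min at 37 °C. Detection reagent was added for 30–60 min at room temperature, and luminescence was read.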
# PLK1 PBD inh – PLK1 (human) polo-box domain binding inhibition. Potency, µM, for inactives: max response, negative = inhibition, usual class: inhibitors. AID 720504. Plk1 PBD binding of FITC phosphopeptide, fluorescence polarization. hit rate 2.8% among 360,000. P53350; note: potency is the fitted concentration of half-maximal effect; series mostly up to about 57 µM; % is set by controls: 0 for no effect and ±100 for the full control effect; nearly all actives have a fitted effect of over 65% in size
# IL-2 act – IL-2 activation; IL-2 activation reporter assay, cell-based qHTS; stimulated with anti-CD3/CD4/CD28 beads; in transgenic mouse T cells; activation, % (series mostly up to about 46 µM); hit rate 0.065% among 360,000; in the data active = activation above about 50%; inconclusive = mostly about 30% to 49%; note: 0% is about no effect
#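 Unstimulated transgenic mouse T cells, 750 per well, received compound and, after 60 minutes, anti-CD3/anti-CD4 bead plus anti-CD28 stimulation. EGFP and DsRed were quantified after 18 hours.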
# WRN helicase inh – WRN helicase (human) inhibition; Q14191; WRN helicase unwinding, fluorescent forked duplex, kinetic; Potency, µM (doses to about 114 µM), without a hit: at the highest dose activity change, negative = inhibition, most hits filed as inhibitors; hit rate 0.46% among 360,000; note: potency is the fitted concentration of half-maximal effect; % is set by controls: 0 for no effect and ±100 for the full control effect; nearly all actives have a fitted effect of over 55% in size
# Target sequence (Q14191 whole entry, looked up): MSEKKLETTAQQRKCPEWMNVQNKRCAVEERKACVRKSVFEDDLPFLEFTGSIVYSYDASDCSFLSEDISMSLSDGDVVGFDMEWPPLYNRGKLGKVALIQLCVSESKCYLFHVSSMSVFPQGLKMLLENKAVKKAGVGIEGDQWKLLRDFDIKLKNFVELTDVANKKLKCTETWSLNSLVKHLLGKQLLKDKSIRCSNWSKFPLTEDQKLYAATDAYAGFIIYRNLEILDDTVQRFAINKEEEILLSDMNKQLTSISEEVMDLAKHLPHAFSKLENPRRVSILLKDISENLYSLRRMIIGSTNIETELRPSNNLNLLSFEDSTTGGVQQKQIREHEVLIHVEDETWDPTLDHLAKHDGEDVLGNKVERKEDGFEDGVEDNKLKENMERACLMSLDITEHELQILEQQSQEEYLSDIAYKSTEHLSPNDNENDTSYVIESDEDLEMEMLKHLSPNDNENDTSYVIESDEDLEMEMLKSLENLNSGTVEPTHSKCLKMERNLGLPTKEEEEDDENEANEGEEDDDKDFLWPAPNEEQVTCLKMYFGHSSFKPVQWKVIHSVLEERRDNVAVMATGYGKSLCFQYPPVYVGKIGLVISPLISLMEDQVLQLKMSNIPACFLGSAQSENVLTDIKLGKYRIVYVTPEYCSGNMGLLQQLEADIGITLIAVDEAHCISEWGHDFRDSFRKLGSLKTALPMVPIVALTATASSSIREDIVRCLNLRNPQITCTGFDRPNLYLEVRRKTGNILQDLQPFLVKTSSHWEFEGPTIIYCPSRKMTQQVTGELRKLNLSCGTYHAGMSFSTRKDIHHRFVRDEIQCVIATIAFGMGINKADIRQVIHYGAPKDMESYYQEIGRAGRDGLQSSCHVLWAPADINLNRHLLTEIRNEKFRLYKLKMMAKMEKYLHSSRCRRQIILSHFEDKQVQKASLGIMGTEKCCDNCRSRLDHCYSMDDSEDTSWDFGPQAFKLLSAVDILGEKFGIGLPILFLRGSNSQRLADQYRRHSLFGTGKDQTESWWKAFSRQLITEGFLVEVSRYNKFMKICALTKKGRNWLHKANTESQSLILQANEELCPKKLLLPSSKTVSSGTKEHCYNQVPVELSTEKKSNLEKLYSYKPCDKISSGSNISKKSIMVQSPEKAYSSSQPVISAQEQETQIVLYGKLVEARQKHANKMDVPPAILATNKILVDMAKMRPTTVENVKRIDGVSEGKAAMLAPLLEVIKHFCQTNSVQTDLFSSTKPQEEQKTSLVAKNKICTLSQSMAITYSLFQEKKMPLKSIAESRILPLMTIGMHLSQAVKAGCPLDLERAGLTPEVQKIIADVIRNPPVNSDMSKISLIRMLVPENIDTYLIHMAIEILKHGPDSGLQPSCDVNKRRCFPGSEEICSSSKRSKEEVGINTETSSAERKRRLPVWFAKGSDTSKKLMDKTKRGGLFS
#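 Screening of the MLSMR collection measured strand separation of a quenched forked DNA duplex (100 nM) by 20 nM WRN with 2 mM ATP, all final. Compounds were preincubated with enzyme 15 min at room temperature.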
# PI5P4Ka inh – PI5P4K alpha (human) kinase inhibition; PI5P4Kalpha enzyme, ADP-Glo luminescence, 60 min; stronger effect = lower value; max response, %; hit rate 1.2% among 330,000; AID 652105; active = max response of -50% or lower; inconclusive = between -30% and -50%; inactive = -30% or higher; note: value at the top dose of about 77 µM; % is set by controls: 0 for no effect and ±100 for the full control effect
#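 qHTS, 1536-well: enzyme/substrate mix, compound by pin tool, 5 microM ATP final; RT 60 min; ADP-Glo reagents 1 (45 min) then 2 (30 min); luminescence.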
# The depositor's hits bear a star; ? = inconclusive; . = not tested or not shown; [ ] = another dose, or the depositor's remark. Unless noted, calls come from the whole dose curve; as a rule, active = well fitted curve in the direction sought with a large enough effect; inconclusive = small, poorly fitted or top-dose-only effect, or another doubt; inactive = no such curve, though single readings can be large; an effect the other way counts as inactive or inconclusive. Not a hit list; any-hit rate near 7.8%.
SMILES,GLP-1R agonist,GLP1R inv ag,HEK293 tox,D3 antag,DRD3 agonist,PLK1 PBD inh,IL-2 act,WRN helicase inh,PI5P4Ka inh
CCOC(=O)C1CCCN(C2CCN(Cc3nc(Cc4ccccc4)no3)CC2)C1 (centres undefined),3.3%,4.2%,-0.2%,-22.6,-6.6,-6.9%,0.3,4.1%,-4.3
C/C(=C/C(=O)NCc1ccccc1)C(=O)O,0.1%,-7.8%,-7.7%,12.6,-0.4,2.4%,0.4,1.8%,17.1
COc1ccc2c(c1)O[C@H](c1ccc3c(c1)OCO3)[C@@H](O)C2=O,20.1%,-6.3%,6.8%,-14.5,4.2,0.3%,-1.6,-0.4%,8.9
Cn1c(=O)c2cc(S(=O)(=O)NC(C(=O)NC3CCCCC3)c3ccccc3)ccc2n(C)c1=O (centres undefined),-4.0%,-13.5%,-9.2%,5.0,-4.6,-2.6%,-0.6,-4.0%,3.2
COc1ccc([N+](=O)[O-])cc1NC(=O)C(C)N(C)Cc1ccc(Br)cc1 (centres undefined),4.7%,20.3%,-1.8%[1.53 µM],-64.3*,-24.0,7.3%,-0.1,-24.2%[57.1 µM],0.5
C=C(c1ccccc1)c1ccccc1N,-1.6%,-5.9%,0.0%,24.1,-14.4,-4.0%,-1.6,-2.4%,3.8
OCCOCCN1CCN(C(=S)Nc2ccccc2)CC1,-3.8%,4.0%,-2.7%,9.4,0.7,?,0.1,-2.7%,7.9
Cc1cccc(OCC(=O)NCC2CCCO2)c1C (centres undefined),-3.4%,-16.0%,-1.8%,-11.8,-0.7,?,-2.6,5.2%,-1.2
CC(C)C(NC(=O)c1ccccc1NC(=O)c1ccco1)C(=O)NNC(=O)c1ccncc1 (centres undefined),-3.1%,-3.9%,-2.4%,4.4,10.4,3.1%,0.3,-3.8%,5.2
C=CCn1c(SCC(=O)N2CCN(CCO)CC2)nc2sc3c(c2c1=O)CCC3,24.4%,-4.1%,-16.6%,3.4,0.8,1.0%,2.4,2.2%,-2.2
CCOc1ccccc1N(CC(=O)Nc1ccc(S(=O)(=O)N2CCOCC2)cc1)S(=O)(=O)c1ccc(Cl)cc1,-2.2%,4.9%,-9.8%,-21.4,-10.9,-1.4%,-0.7,-23.7%,3.0
C=CCn1cccc(C(=O)Nc2ccc(OCC)cc2)c1=O,12.8%,9.5%,-0.9%,15.3,2.2,23.8µM*,0.3,-11.9%,?
CCc1nn(-c2cc(Cl)ccc2OC)c2c1C(=O)CCC2,?,2.8%,-13.2%,15.8,-0.3,0.0%,0.8,-9.1%,-0.7
O=C1NC(=O)C(Cc2ccccc2)(c2cccnc2)N1 (centres undefined),1.7%,9.0%,11.5%,3.9,-13.8,-6.3%,2.1,-0.2%,-0.4
CCOC(CNC(=O)c1ccc2c(c1)nc(C)n2-c1cccc(F)c1)OCC,26.7%,-25.1%,-11.6%,-13.8,-1.5,0.0%,-1.3,-12.1%,.
CCN1CCN(C(=O)c2ccc3c(c2)N(Cc2ccc(C)cc2)CCS3)CC1,-1.5%,?,-52.6%,-24.1,-20.0,0.0%,2.2,-3.1%,-2.2
O=C(NCc1cccs1)C1CCCN1C(=O)Nc1ccccc1[N+](=O)[O-] (centres undefined),6.6%,0.9%,-1.8%,-22.2,-0.3,-11.1%,0.2,2.9%,2.4
CCc1ccccc1N(CC(=O)NC(C)c1ccccc1)S(C)(=O)=O (centres undefined),7.0%,4.1%,-7.1%,5.3,1.5,-11.7%,-0.2,-2.0%,-2.0
CCn1nnnc1SCC(=O)NCc1ccco1,-2.9%,6.0%,7.3%,12.7,-0.9,-13.3%,-1.0,-2.8%,2.1
CCNC(=O)COC(=O)c1cc(S(=O)(=O)N2CCCc3ccccc32)ccc1Cl,17.4%,3.9%,2.2%,-4.7,2.3,-10.0%,-0.9,-3.2%,-1.0
Cc1cccc(NC(=O)c2cccc(Cn3cc(Br)c([N+](=O)[O-])n3)c2)c1C,4.8%,10µM*,-15.4%,0.0,-8.0,-1.1%,-3.8,-13.3%[57.1 µM],2.9
CC(=O)OC(COc1cccc(C)c1)Cn1cnc2ccccc21 (centres undefined),7.8%,?,10.6%,-16.0,-2.0,-12.3%,-0.8,-1.0%,-3.2
COC(=O)c1ccc(COC(=O)CCc2nc(-c3ccccc3)c(-c3ccccc3)o2)cc1,6.1%,-7.1%,-3.6%,9.7,0.5,-0.4%,-4.0,-4.6%,.
NC(=O)c1nsc(C(=O)N(CCCN2CCOCC2)C(C(=O)NC2CCCCC2)c2ccc(Cl)cc2)c1N (centres undefined),4.7%,18.6%,-8.9%,-12.5,-24.3,6.2%,-0.7,4.0%,-0.5
Cc1noc(C)c1C(=O)OCC(=O)Nc1ccccc1Oc1ccccc1,0.0%,9.3%,-3.5%,47.4,-3.8,-3.4%,1.5,5.8%,-5.0

# The list goes on.
SMILES,GLP-1R agonist,GLP1R inv ag,HEK293 tox,D3 antag,DRD3 agonist,PLK1 PBD inh,IL-2 act,WRN helicase inh,PI5P4Ka inh
CC(C)c1nc(SCC(=O)Nc2cccc3ccccc23)n[nH]1,-2.0%,-9.1%,3.5%,-4.8,-2.7,-9.9%,-0.4,-6.1%,-5.8
N#CC1=C2SCN(c3ccccc3)CN2C(=O)CC1c1c(Cl)cccc1Cl (centres undefined),1.9%,-1.6%,-13.5%,?,1.0,13.4µM*,-0.9,0.8%,-75.2*
CC(OC(=O)CCc1nc2ccccc2c(=O)[nH]1)C(=O)Nc1ncc(Cl)cc1Cl (centres undefined),4.1%,2.8%,6.7%,-2.0,-6.6,-18.5%,0.4,-23.7%,14.2
CCOC(=O)c1c(NC(=O)c2ccc(N3C(=O)C4C5C=CC(C5)C4C3=O)cc2)sc2c1CCCC2 (centres undefined),-10.6%,5.7%,5.8%,1.0,3.9,-4.2%,-0.4,9.4%,-0.8
CCCCC(=O)Nc1ccc2c(c1)nc1n2CCOC1,-2.9%,18.0%,-8.0%,-11.5,-5.7,?,0.5,-11.9%,-0.1
CCOC(=O)N1CCC(c2[nH][nH]c(=O)c2C)CC1,-3.0%,4.1%,-9.0%,-16.2,1.9,-2.3%,0.3,1.4%,10.4
O=C(NCc1ccc2c(c1)OCO2)C(=O)Nc1ccccc1,-11.8%,9.8%,0.0%,-16.8,1.2,-6.9%,0.1,3.8%,-0.7
CNC(=S)Nc1cccc(C(=O)O)c1,-0.3%,4.1%,8.0%,0.0,0.2,-6.0%,-0.6,3.2%,0.7
Cc1cc(NC(=O)c2cccc(S(=O)(=O)N3CCCCC3)c2)no1,-1.3%,-7.5%,0.9%,7.0,3.3,-3.8%,-1.5,-21.8%,-3.7
O=C(O)c1cc(NC(=O)C2CCCO2)cc(C(=O)O)c1 (centres undefined),-8.8%,11.2%,0.6%,24.7,5.3,2.3%,-0.3,0.5%,-3.2
COc1cc(C)ccc1NC(=O)Cc1csc(NC(=O)Nc2ccccc2OC)n1,1.7%,10µM*,?,56.5,7.5,5.4%,-1.5,-8.5%,1.6
COc1ccc(NC(=O)c2cnn(-c3ccccc3)c2C)cc1,2.5%,7.94µM*,-17.0%,-0.9,1.0,-3.9%,0.1,0.2%,?
Cc1ccc(N2C(=O)CC3(CCCC3)CC2=O)cc1,0.8%,4.5%,12.8%,-1.7,4.5,-10.6%,-2.1,-5.8%,0.9
O=C(C(Cl)Cl)N1CCN(Cc2ccccc2)CC1,1.2%,11.7%,1.1%,-3.5,-1.2,0.5%,-1.6,7.3%,0.5
COc1ccc(NC(=O)NC2(C(=O)N3CCCCCC3)CCCCC2)cc1,-0.2%,-26.3%,-0.4%,1.3,2.7,-18.7%,1.7,-13.4%,-1.9
COc1ccc(NC(=S)Nc2ccccc2Cl)cn1,-2.0%,15.5%,6.8%,-4.4,10.2,-14.2%,-0.3,-1.1%,-0.6
N#C/C(=C\c1cccn1S(=O)(=O)c1cccc(C#N)c1)S(=O)(=O)c1ccc(F)cc1,1.9%,13.6%,-5.8%,-17.0,-2.7,-28.2%,-0.3,-8.1%,-0.2
C=CCOc1ccc(CNc2nccs2)cc1OCC,?,?,-0.1%,-54.4*,7.8,-2.5%,0.0,-20.4%,9.7
CC(=O)Nc1ccc(NC(=O)C(Sc2ccccc2)c2ccccc2)cc1 (centres undefined),14.6%,-12.5%,-7.3%,-23.6,-0.1,-12.8%,-0.1,9.8%,-6.2
COCCN1CCn2c(nc3cc(NC(=O)NC4CCCCC4)ccc32)C1,2.9%,3.3%,7.7%,14.7,-1.7,-21.5%,-2.4,-13.7%,-28.5
Cc1ccccc1OCC(=O)Nc1sc2c(c1C#N)CC(C)(C)NC2(C)C,18.0%,?,4.3%,0.6,26.1,-1.8%,-3.7,5.2%,-1.6
CCOC(=O)c1c(C)[nH]c(C)c1C(=O)COC(=O)COc1ccc(Cl)c(C)c1,2.3%,8.4%,10.1%,15.7,5.8,-3.3%,-0.5,-27.5%,9.3
Nc1nc(SCC(=O)Nc2ccc(Cl)cc2)[nH]c(=O)c1-c1ccccc1,7.2%,11.5%,-5.0%,2.8,-6.2,-3.1%,-0.7,-0.7%,-7.9
COc1ccc(-c2nnc(SC(C)C(=O)NC3CC3)o2)cc1 (centres undefined),-4.5%,11.1%,-2.3%,-8.7,2.3,-9.8%,0.5,4.5%,-0.7
N#CCOc1nc(N2CCCCC2)nc(N2CCCCC2)n1,26.8%,?,1.1%,-2.0,1.0,-18.2%,-0.4,4.2%,0.2
CCOc1cc(N2CCOCC2)c(OCC)cc1NC(=O)CCC1CCCC1,0.4%,?,-15.3%,0.1,0.5,0.9%,2.6,-8.4%,2.2

# Shown with bars between the fields: entries from further up.
smiles | GLP-1R agonist | GLP1R inv ag | HEK293 tox | D3 antag | DRD3 agonist | PLK1 PBD inh | IL-2 act | WRN helicase inh | PI5P4Ka inh
N#CC1=C2SCN(c3ccccc3)CN2C(=O)CC1c1c(Cl)cccc1Cl (centres undefined) | 1.9% | -1.6% | -13.5% | ? | 1.0 | 13.4µM* | -0.9 | 0.8% | -75.2*
CC(OC(=O)CCc1nc2ccccc2c(=O)[nH]1)C(=O)Nc1ncc(Cl)cc1Cl (centres undefined) | 4.1% | 2.8% | 6.7% | -2.0 | -6.6 | -18.5% | 0.4 | -23.7% | 14.2

# Compound activity (PubChem)
